Screens from PubChem BioAssay.
TAG inh = reduces triacylglycerol accumulation in H9c2 cells; 230,000 compounds, 0.66% hits; AID 651582; inhibition, % at 12.5 µM; Nile Red lipid (TAG) fluorescence; cells loaded with 200 µM oleic acid;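 active means pattern-corrected inhibition of lipid staining of at least 50% with the nuclear-stain viability signal not falling by more than 50%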;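 further: 0% = DMSO wells and 100% = triacsin C control wells; some results filed as inactive read as strong as hits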
TAG inh DAPI viability = recorded beside TAG inh, whose call it bears; DAPI nuclei signal change (viability), lower = more cytotoxic, %;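 whole-well DAPI fluorescence read on a plate reader as a viability signal; minus 50 percent equals half of cells still viable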
Active calls of the source: *; + = active, no number. An excerpt; count on the stated rates, not on these rows.

mol	TAG inh	TAG inh DAPI viability
CCOC(=O)c1c(NC(=O)COC(=O)CCOc2ccc(C)cc2)sc(C(=O)N(C)C)c1C	15.7	-2.3
Cc1ccc(S(=O)(=O)N2CCOCC2)cc1C(=O)N1CCN(S(=O)(=O)c2cccc(F)c2)CC1	-6.8	-4.2
CCN1CCN(Cc2ccc(NC(=O)Nc3ccccc3Cl)cc2)CC1	17.2	-6.2
c1ccc(N=Nc2ccc3cccccc2-3)cc1	96.3*	-34.8*
O=C(CSc1ccc(-c2ccc(Br)cc2)nn1)NC1CCCC1	-6.7	3.1
O=C(COC(=O)c1ccccc1)Nc1cccc(S(=O)(=O)N2CCOCC2)c1	-22.2	-0.6
COc1ccc(-n2c(/C=C3\C(=O)N(C)c4ccccc43)nc3ccccc3c2=O)cc1	-18.0	8.5
C=CCN(c1ccc(C(=O)Nc2ccc3c(c2)n(C)c(=O)n3C)cc1)S(C)(=O)=O	4.2	1.3
O=C(CS(=O)(=O)c1ccc(F)cc1)Nc1nccs1	4.8	2.2
O=C(CCc1nc2ccccc2c(=O)[nH]1)OCCOc1ccc(Cl)cc1	-3.1	10.8
COc1cc(/C=C/C(=O)OCC(=O)c2ccc[nH]2)ccc1O	2.3	-8.5
COc1ccc(Br)cc1CN(C)C(=O)Cc1ccc(OC)c(S(=O)(=O)N2CCOCC2)c1	-15.3	-0.6

Other structures follow.
mol	TAG inh	TAG inh DAPI viability
CC(C)CCn1c(C(C)O)nc2ccccc21 (configuration not stated)	-16.7	4.8
CC(=O)c1ccc(OCC(O)CN2CCN(c3ccccn3)CC2)cc1 (configuration not stated)	-6.5	5.4
Cc1ccc(S(=O)(=O)N(C)CC(=O)NCC(c2ccc(F)cc2)N2CCOCC2)cc1 (configuration not stated)	-5.8	-6.5
COc1ccc(NC(=O)CSc2nnc(CNC(=O)COc3ccc(Cl)cc3)o2)c(OC)c1	-0.2	3.3
O=c1ccc2cc(S(=O)(=O)Nc3ccc(F)cc3)ccc2o1	-12.7	-10.2
O=C1OC(c2ccccc2)(c2cc(Br)ccc2O)c2ccccc21 (configuration not stated)	-64.6	3.4
CC1CSc2n(-c3cccc(C(F)(F)F)c3)cc(-c3ccccc3)[n+]21 (configuration not stated)	-21.0	0.6
O=C(COC(=O)c1ccccc1O)Nc1ccc2ccccc2c1	-9.5	-1.6
Cc1nc(N)sc1-c1csc(NCc2ccccc2)n1	4.0	-10.5
CCC(=O)Nc1ccc(N/C(N)=N/c2nc(C)cc(C)n2)cc1	-15.3	3.3
O=C(N/N=C/c1ccc(Br)cc1)c1ccc(NC(=O)c2ccccc2)cc1	6.7	0.9
CC(C)c1ccc(S(=O)(=O)N2CCN(C(=O)CCNC(=O)Nc3ccccc3)CC2)cc1	1.8	-6.3

New compounds follow
mol	TAG inh	TAG inh DAPI viability
C[C@H](CO)N1C[C@H](C)[C@H](CN(C)S(=O)(=O)c2ccc(F)cc2)OCc2cnnn2CCCC1=O	-17.4	9.6
O=S(=O)(c1ccc(F)c(F)c1)N1CCCCCCC1	-3.5	-0.8
COCCNC(=S)N/N=C/c1ccc(OCc2ccc(C(=O)OC)cc2)cc1	9.2	-7.0
COc1ccc(Cl)cc1S(=O)(=O)N1CCN=C1c1ccccc1	-10.0	5.8
CC1(c2ccc3ccccc3c2)CCC(=O)O1 (configuration not stated)	3.7	-2.5
CC1(C)Cc2cccc(OCC(=O)N3CCN(S(=O)(=O)c4ccccc4)CC3)c2O1	-1.8	-8.1
O=C(O)Cc1ccc(NC(=S)Nc2cccc(Cl)c2Cl)cc1	7.2	-5.3
Cc1ccc(S(=O)(=O)CCSc2n[nH]c(=O)n2-c2ccccc2)cc1	6.7	-1.3
COc1cc(OC)c(C(=O)Nc2cc(S(=O)(=O)N3CCOCC3)ccc2N2CCN(C)CC2)cc1OC	14.9	-3.6
CCN(CC)CCC(c1cc(OC)c(OC)c(OC)c1)c1c(OC)cc(OC)c2c(-c3ccccc3)cc(=O)oc12 (configuration not stated)	30.8	-19.6
COc1ccc(NC(=O)Nc2ccc(C(=O)N3CCOCC3)cc2)cc1OC	6.4	11.0
CS(=O)(=O)N(CC(=O)N1CCCCC1)Cc1ccccc1	-10.5	-9.3

New compounds follow
mol	TAG inh	TAG inh DAPI viability
CCCNc1nc(C)cc(-c2cc(-c3ccc(Cl)cc3)on2)n1	-10.9	8.6
COc1ccc(S(=O)(=O)Nc2ccc3c(c2)C(=O)N([C@@H](C)CO)C[C@H](C)[C@H](CN(C)S(=O)(=O)c2ccc(F)cc2)O3)cc1	2.1	3.3
Cc1ccc(C(=O)NNC(=O)COc2ccc(Cl)cc2C)o1	6.8	15.8
NNc1ccc(Cl)nn1	-11.6	2.8
CC(C)(CNC(=O)CNC(=O)C1CCCCC1)N1CCOCC1	9.5	-2.0
CCOC(=O)N1CCC(NC(=O)C2CCCCN2S(=O)(=O)c2ccc(F)cc2)CC1 (configuration not stated)	-0.9	-10.8
CCCOc1ccc(C(=O)CCC(=O)Nc2ccc(N3CCN(C)CC3)cc2)cc1	5.6	-2.6
COc1ccccc1C1CC(=O)NC(C)=C1C(=O)OCC1CCCO1 (configuration not stated)	-6.3	8.4
O=C(CN1C(=O)NC(c2ccccc2)(c2ccccc2)C1=O)NC1CCCC1	-4.6	6.7
Cc1ccccc1NS(=O)(=O)c1ccc(Cl)cc1	-21.9	-1.4
COc1ccccc1OCCNC(=O)C1CC(=O)N(Cc2ccc(C)cc2)C1 (configuration not stated)	0.4	-7.0
Cc1ccc2c(c1)CCCN2CC(=O)Nc1cc(S(=O)(=O)N2CCCC2)ccc1Cl	-19.9	14.3

(listing goes on)
mol	TAG inh	TAG inh DAPI viability
CC(=O)NCCNC(=O)CCNC(=O)c1ccc(Cl)cc1	15.3	-12.0
COc1cc2c(cc1OC)C(c1ccsc1)CC(=O)N2 (configuration not stated)	-7.1	6.0
COc1ccc2sc(-c3ccc(N(C)C)cc3)c(C#CCO)c2c1	66.7*	+
COC(=O)CN(C(=S)Nc1ccc(F)cc1)C1CC(=O)N(c2ccccc2)C1=O (configuration not stated)	4.4	3.3
CCOC(=O)C1CCN(Cc2nc3ccc([N+](=O)[O-])cc3c(=O)n2-c2ccc(OC)cc2OC)CC1	5.5	-1.3
COc1ccc(-c2n[nH]c(C)c2-c2cnn(-c3ccccc3)c2)c(O)c1	12.9	-5.7
COc1ccc(/C=C/C(=O)NCCC(=O)N2CCCN(C)CC2)cc1	7.3	3.4
COc1ccccc1/C=N/NC(=O)c1ccc(=O)n(C)c1	3.0	-6.3
Cn1ccnc1SCC(=O)Nc1ccc(SC(F)F)cc1	0.2	-5.3
CCOC(=O)C(C#N)=C1CCC=C(C)C1	3.9	-6.7
O=C(O)CCC(=O)Nc1nc2nc(-c3ccccc3)cc(-c3ccccc3)n2n1	7.0	-3.2
CCN(CC)C(=O)[C@H]1CC(CC(=O)NCCN2CCOCC2)C(=O)N2CCc3c([nH]c4ccccc34)[C@]12C (some centres not stated)	27.3	-6.0

Other structures follow.
SMILES | TAG inh | TAG inh DAPI viability
O=C(c1ccco1)N1CCN(C(c2coc3ccc(Cl)cc3c2=O)c2nnnn2C2CCCC2)CC1 (configuration not stated) | 7.0 | 4.3
CC1(C)CC2(C)CC(=O)C1C(C(=O)O)C2C(=O)O (configuration not stated) | -1.8 | 4.6
CC(NS(=O)(=O)c1ccc(Cl)cc1)C(=O)OCC(=O)Nc1ccc(N(C)C)cc1 (configuration not stated) | -8.4 | -2.9
Cc1nnc(SCC(=O)NNC(=O)COc2ccc(Cl)cc2)s1 | 0.4 | 1.9
COc1ccc(CCNC(=O)CSc2cc(=O)[nH]c(N)n2)cc1OC | 5.4 | -11.7
O=C(CSc1ccc(-c2ccccn2)nn1)Nc1cccc(F)c1 | 3.8 | -8.7
S=C(Nc1ccccc1)Nc1ccccc1Br | -4.5 | -5.1
CC1(C(=O)NS(=O)(=O)c2cccc(Cl)c2)CCN1C(=O)Cc1ccc(-c2ccccc2)cc1 (configuration not stated) | -6.7 | 10.1
COc1ccc(S(=O)(=O)N2CCOC2CNC(=O)C(=O)NCCc2ccccc2)cc1C (configuration not stated) | -5.6 | -7.4
O=C(Cn1cc(C(=O)c2ccco2)c2ccccc21)NC1CCCCC1 | -2.8 | 0.2
O=C(CN(C(=O)CNS(=O)(=O)c1ccccc1)c1ccc2c(c1)OCCO2)NCc1ccco1 | -13.4 | 10.9
Cn1c(S(=O)(=O)O)nc2ccccc21 | -4.0 | 0.2

(further entries)
SMILES | TAG inh | TAG inh DAPI viability
CC(=O)/C(=N/Nc1ccc(C)cc1)Sc1nnc(CCc2ccccc2)n1-c1ccccc1 | -7.7 | -13.0
CC(O)[C@@H](C(=O)N1CCNCC1)n1cc(CCCCN)nn1 (some centres not stated) | -7.4 | 1.1
C(=N\Nc1ccccn1)/c1c[nH]c2ccccc12 | 9.3 | 6.1
COc1cccc(-c2cc3c(-n4cccc4)ncnc3o2)c1 | -27.5 | 11.8
Cc1ccccc1NC(=O)Cc1nc(COC(=O)COc2cccc(C)c2C)cs1 | -5.3 | 7.8
CCN(CC)S(=O)(=O)c1ccc2c(c1)nc(CCC(=O)Nc1ccc(N3CCOCC3)cc1)n2C | 12.2 | -1.8
CCOc1cc2c(cc1C=O)OC(C)C2 (configuration not stated) | -6.7 | 0.3
O=C(C[C@H]1C/C=C\C[C@H](NC(=O)OCC2c3ccccc3-c3ccccc32)C(=O)OC[C@H](Cc2ccccc2)NC1=O)N[C@H](CO)Cc1ccccc1 | -0.7 | 1.0
O=C(OCc1c(-c2ccccc2)ncc2ccccc12)N1CCOCC1 | -12.9 | -4.9
Cc1sc2ncnc(SCC(=O)NC(C)(C)C)c2c1C | 0.0 | 7.7
COCCNC(=S)N1CCN(C/C=C/c2ccccc2)CC1 | 2.4 | -10.1
c1ccc(CCn2nnnc2C(c2cccnc2)N2CCOCC2)cc1 (configuration not stated) | 8.5 | 0.6

Continuation:
SMILES | TAG inh | TAG inh DAPI viability
C[C@]12C=CC(=O)C=C1CC[C@@H]1[C@@H]2C(=O)C[C@@]2(C)[C@H]1CC[C@]2(O)C(=O)CO | 6.4 | -0.3
COc1cc(-c2nc3ccccn3c2/N=C/c2cccc(F)c2)ccc1O | 7.7 | 82.6
CC1=CN(S(=O)(=O)c2ccc(C)cc2)C[C@@H]2[C@H]3CC[C@H](C3)[C@H]12 | 9.1 | -10.7
O=C(Nc1ccc2c(c1)OCCO2)c1ccc(Cl)cc1Cl | 5.5 | -11.6
CCCc1cc(CCC)n2nc(N)nc2n1 | 1.2 | 1.1
O=C(Nc1ccccc1)N1CCN(c2ccc(F)cc2)CC1 | -1.7 | 1.2
CN1CCc2nc3sc(C(=O)C45CC6CC(CC(C6)C4)C5)c(N)c3cc2C1 | 9.6 | 16.3
Cc1c(Cl)cccc1NC(=O)C(=O)NNS(=O)(=O)c1ccc(F)cc1 | -8.1 | 2.5
COC(=O)c1[nH]c2cc(OC)c(OC)cc2c1NC(=O)Oc1ccccc1 | 13.2 | 3.8
O=S(=O)(CCN1CCCCC1)CCS(=O)(=O)CCN1CCCCC1 | 5.2 | 8.5
CC1(c2nnc(Cc3ccccc3)o2)CC(c2ccc([N+](=O)[O-])cc2)=NO1 (configuration not stated) | -25.9 | -2.5
Cc1cnc(C(=O)OCC(=O)NC(C)CCc2ccccc2)cn1 (configuration not stated) | 2.6 | 4.0

Further records.
SMILES | TAG inh | TAG inh DAPI viability
COc1ccc(S(=O)(=O)N2CCCC(C(=O)NCc3ccccn3)C2)cc1 (configuration not stated) | -18.1 | 2.3
COc1ccc(OCC(O)Cn2c(=N)n(Cc3ccccc3)c3ccccc32)cc1 (configuration not stated) | -5.7 | 1.7
CC(C)NS(=O)(=O)c1ccc(OCC(=O)Nc2ccc(F)cc2)cc1 | -11.8 | -9.6
CC(OC(=O)CN1C(=O)c2ccccc2C1=O)C(=O)NCc1ccccc1 (configuration not stated) | 4.5 | 11.9
CCN(CC)CCCNC(=O)C(C)Sc1nc(-c2ccccc2)cc(C(F)(F)F)n1 (configuration not stated) | -4.0 | 6.4
CC(=O)NS(=O)(=O)c1ccc(NC(=O)c2ccc3c(c2)NC(=O)CS3)cc1 | 4.5 | -3.3
Cc1cccc(C(=O)NC(=S)NC(C)c2ccccc2)c1 (configuration not stated) | -18.1 | 12.1
O=C(NCCS(=O)(=O)N1CCN(c2ccccc2)CC1)c1ccccc1F | -4.6 | 8.6
CN(C(=O)CSc1nnc(-c2cccc(F)c2)n1N)C1CCS(=O)(=O)C1 (configuration not stated) | 22.8 | -14.0
CN(C)c1ccc(C(=O)N2CCCC(CCC(=O)N3CCN(c4ccccn4)CC3)C2)cc1 (configuration not stated) | 5.3 | -3.5
CCOc1ccc(NC(=O)CSc2nc(=O)n(Cc3ccccn3)c3c2CCC3)cc1 | 11.9 | -5.3
CN(C)CCN(C(=O)c1ccc2ccccc2c1)c1nc2cc3c(cc2s1)OCCO3 | -2.2 | 4.6

Six records drawn at random from the list so far, as already listed:
SMILES | TAG inh | TAG inh DAPI viability
CN(C(=O)CSc1nnc(-c2cccc(F)c2)n1N)C1CCS(=O)(=O)C1 (configuration not stated) | 22.8 | -14.0
Cc1cccc(C(=O)NC(=S)NC(C)c2ccccc2)c1 (configuration not stated) | -18.1 | 12.1
CCOc1ccc(NC(=O)CSc2nc(=O)n(Cc3ccccn3)c3c2CCC3)cc1 | 11.9 | -5.3
CC(C)NS(=O)(=O)c1ccc(OCC(=O)Nc2ccc(F)cc2)cc1 | -11.8 | -9.6
O=C(NCCS(=O)(=O)N1CCN(c2ccccc2)CC1)c1ccccc1F | -4.6 | 8.6
COc1ccc(S(=O)(=O)N2CCCC(C(=O)NCc3ccccn3)C2)cc1 (configuration not stated) | -18.1 | 2.3

More records:
SMILES | TAG inh | TAG inh DAPI viability
O=C(COC(=O)/C=C/c1ccc(F)cc1)Nc1ccc(S(=O)(=O)N2CCOCC2)cc1 | 2.1 | 0.3
O=C(CN(C(=O)c1csnn1)c1cccc(F)c1)NCc1ccc(F)cc1 | 1.0 | -6.0
CO/N=C(\C)c1ncc(C(F)(F)F)cc1N1CCOCC1 | 20.5 | -4.1
COc1ccc(S(=O)(=O)NCCCN2CCCC2=O)cc1OC | -9.6 | -3.3
O=C(Nc1ccnn1C1CCN(Cc2ccccc2OCCO)CC1)c1cccc(F)c1 | -9.8 | 12.1
COc1ccc(Nc2nc(C)nc3c2nnn3Cc2ccccc2)cc1OC | -23.4 | 2.1
